From PubChem BioAssay
BCR signal inh: qHTS Assay to Find Inhibitors of Chronic Active B-Cell Receptor Signaling | ABC-DLBCL IkBa-CBG/CBR reporter, luminescence ratio, 4 h | Potency, µM (series often up to 46.1 µM), without a hit: at the highest dose ratio change, negative = lower green/red ratio, actives largely listed as inhibitors | 0.05% of 340,000 active; active = well fitted inhibition curve with a large enough effect in the signal ratio, with a control signal flat, not every such curve was filed as active; inconclusive = small, poorly fitted or top-dose-only effect, or effect the other way, or a change in a side signal; the % refers to the signal ratio;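 note: potency is the fitted concentration of half-maximal effect; plate controls were basal doxycycline-induced cells for no effect and cells given 10 µM MG132 for full effect; MG132 reads +100%, hits lower the ratio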
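Concentration-response series (up to 46 uM) were applied to TMD8 dual-reporter cells for 4 h at 37C with doxycycline. Green/red ratio, after filter-overlap correction, defined %Activity; red signal alone was normalised to basal cells and zero luminescence.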
uPA generation: qHTS for Inhibitors of Cell Surface uPA Generation. cell surface uPA generation assay, qHTS. Potency, µM (doses to about 38.3 µM), for the others: top-dose activity change, negative = inhibition, usual class: inhibitors. 0.31% of 330,000 active. AID 540303, 2011; active = well fitted inhibition curve with a large enough effect; inconclusive = small, poorly fitted or top-dose-only effect; inactive = no such curve, though single readings can be large or run the other way; tested in mouse RAW 264.7 cells; note: potency is the fitted concentration of half-maximal effect; % is set by controls: 0 for no effect and ±100 for the full control effect; nearly all actives have a fitted effect of over 55% in size
ELG1 DNA repair: qHTS screen for small molecules that inhibit ELG1-dependent DNA repair in human embryonic kidney (HEK293T) cells expressing luciferase-tagged ELG1 | HEK293T ELG1-luciferase reporter, luminescence, 16 h; DNA damage induced by 5-fluorouridine | Potency, µM (series often up to 46.1 µM), for inactives: at the highest dose activity change, negative = inhibition, usual class: inhibitors | 2.3% of 330,000 active; note: potency is the fitted concentration of half-maximal effect; % is set by controls: 0 for no effect and ±100 for the full control effect; nearly all actives have a fitted effect of over 55% in size
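Overnight (16 hr) co-exposure of 2,000 cells/well to 5-fluorouridine and compound at 37 °C preceded detection. Luciferase was quantified via ONE-Glo luminescence; loss of signal denotes inhibition.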
USP2a block: qHTS Assay for Inhibitors of Ubiquitin-specific Protease USP2a Using CHOP2 as the Reporter. USP2 core, Ub-CHOP2 coupled fluorogenic reporter, 485/531. AID 463254, 2010. Potency, µM (doses to about 38.3 µM), for inactives: at the highest dose activity change, negative = inhibition, usual class: inhibitors. 0.01% of 330,000 active;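 note: potency is the fitted concentration of half-maximal effect; plate controls were DMSO wells for no effect and full inhibition by NEM control for full effect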
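Deubiquitinase activity read as fluorescence (485/531 nm) after Ub-CHOP2 cleavage activates the enterokinase reporter on its substrate; USP2 core 10nM, Ub-CHOP2 and substrate 25nM each, 30min compound preincubation then 60min RT; data normalized to NEM, curves fitted.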
Mito fusion yeast: qHTS Assay for Small Molecule Inhibitors of Mitochondrial Division or Activators of Mitochondrial Fusion. S. cerevisiae fusion-defective mutant growth rescue, CellTiterGlo 48 h. Potency, µM (doses to about 46.1 µM), for the others: top-dose growth rescue (activation), actives largely listed as activators. 0.23% of 320,000 active. AID 485298, 2010;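 note: potency is the fitted concentration of half-maximal effect; % of control where 0% means no effect; nearly all actives have a fitted effect of over 45% in size; temperature-sensitive fusion mutants such as fzo1-1 at 37 °C on non-fermentable ethanol glycerol medium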
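S. cerevisiae fusion-defective temperature-sensitive mutants (e.g. fzo1-1, mgm1-5) grown 48 h at 37C in YPEG (ethanol/glycerol non-fermentable) medium with 23 nl compound per well; growth rescue read as CellTiterGlo luminescence.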
TCR activator: Activators of T cell receptors: qHTS campaign; primary human leukocytes, anti-CD3, IL-2 HTRF, 48 h; Potency, µM (top dose mostly 9.22 µM), for the others: at the highest dose activation of IL-2 secretion, hits mostly activators; 330,000 tested, under 10 active; AID 504894, 2011; note: % of control where 0% means no effect
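Activity was scored as IL-2 release from primary human leukocytes given only a TCR signal (a-CD3 beads) plus compound for 48 hr. Detection used a two-antibody HTRF format read at 665nm.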
B2AR arrestin: qHTS assay of beta-arrestin-biased ligands of beta2-adrenergic receptor. Beta-2 adrenergic receptor (Homo sapiens), P07550. beta-arrestin recruitment to beta2AR, cell-based reporter. Potency, µM (top dose mostly 46.1 µM), without a hit: at the highest dose activation, actives largely listed as activators. 0.02% of 330,000 active;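 note: potency is the fitted concentration of half-maximal effect; 0% = DMSO controls and full agonism = EC100 isoproterenol or metaproterenol; nearly all actives have a fitted effect of over 65% in size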
Target sequence (P07550 whole entry, looked up): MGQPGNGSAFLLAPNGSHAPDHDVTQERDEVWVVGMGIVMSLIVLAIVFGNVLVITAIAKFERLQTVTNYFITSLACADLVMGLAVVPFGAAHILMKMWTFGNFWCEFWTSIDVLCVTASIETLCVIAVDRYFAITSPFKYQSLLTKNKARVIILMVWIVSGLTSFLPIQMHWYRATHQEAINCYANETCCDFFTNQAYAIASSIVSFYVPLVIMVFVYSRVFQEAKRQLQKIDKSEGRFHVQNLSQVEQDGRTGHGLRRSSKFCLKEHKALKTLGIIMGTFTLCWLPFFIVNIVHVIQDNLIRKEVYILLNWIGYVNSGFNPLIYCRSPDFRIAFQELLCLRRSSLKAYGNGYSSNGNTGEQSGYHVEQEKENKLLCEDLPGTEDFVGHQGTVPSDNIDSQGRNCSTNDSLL
TSHR antagonist: Antagonists of the Thyroid Stimulating Hormone Receptor: HTS campaign | TSHR-expressing cells, TSH-stimulated cAMP HTRF, 2 h; hits give low values | activity change, negative = inhibition, % at 11.5 µM | Thyrotropin receptor (Homo sapiens), P16473 | 0.2% of 330,000 active | AID 504810, 2011;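 active = activity change below a set negative limit, meaning inhibition stronger than a set level, cut at about -70% in these data; inconclusive = activity change between two set negative limits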; note: % is set by controls: 0 for no effect and ±100 for the full control effect
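Competitive HTRF cAMP read-out (cryptate anti-cAMP antibody, cAMP-d2; 30 min, room temperature) in freshly harvested TSHR cells. Compounds added before TSH at EC80 (4nM final), followed by 2 hours' incubation at 37 deg C.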
TSG101-PTAP inh: qHTS Assay for Iinhibitors of HIV-1 Budding by Blocking the Interaction of PTAP/TSG101 | Tumor susceptibility gene 101 protein (Homo sapiens), Q99816 | 340,000 tested, under 10 active | Fluorescence polarization, FITC-PTAP peptide / Tsg101 binding | Potency, µM (titrated, usually from 115 µM), inactives show top-dose activity change, negative = inhibition, hits mostly inhibitors | AID 493005, 2010; active = well fitted inhibition curve with a large enough effect in the main read-out, with a control signal flat, not every such curve was filed as active; inconclusive = small, poorly fitted or top-dose-only effect, or effect the other way, or a change in a side signal; inactive = no such curve, though single readings can be large or run the other way; note: potency is the fitted concentration of half-maximal effect; % of control where 0% means no effect
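Compounds were pin-transferred onto Tsg101 binding domain (10 uM final) in HEPES pH 7.5 buffer, then FITC-PTAP peptide was added at 50 nM final. After 20 min at RT, polarization reported peptide displacement across a qHTS concentration series.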
Tb PFK inh: qHTS Assay to Find Inhibitors of T. brucei phosphofructokinase | ATP-dependent 6-phosphofructokinase (Trypanosoma brucei brucei), O15648 | T. brucei PFK, ADP-Glo luminescence | Potency, µM (titrated, usually from 57.5 µM), for the others: at the top dose activity, negative = inhibition, actives largely listed as inhibitors | 0.17% of 330,000 active | AID 485367, 2010;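 note: potency is the fitted concentration of half-maximal effect; 0% = uninhibited 1x PFK enzyme wells and -100% = no-enzyme wells; nearly all actives have a fitted effect of over 60% in size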
Target sequence (O15648 whole entry, looked up): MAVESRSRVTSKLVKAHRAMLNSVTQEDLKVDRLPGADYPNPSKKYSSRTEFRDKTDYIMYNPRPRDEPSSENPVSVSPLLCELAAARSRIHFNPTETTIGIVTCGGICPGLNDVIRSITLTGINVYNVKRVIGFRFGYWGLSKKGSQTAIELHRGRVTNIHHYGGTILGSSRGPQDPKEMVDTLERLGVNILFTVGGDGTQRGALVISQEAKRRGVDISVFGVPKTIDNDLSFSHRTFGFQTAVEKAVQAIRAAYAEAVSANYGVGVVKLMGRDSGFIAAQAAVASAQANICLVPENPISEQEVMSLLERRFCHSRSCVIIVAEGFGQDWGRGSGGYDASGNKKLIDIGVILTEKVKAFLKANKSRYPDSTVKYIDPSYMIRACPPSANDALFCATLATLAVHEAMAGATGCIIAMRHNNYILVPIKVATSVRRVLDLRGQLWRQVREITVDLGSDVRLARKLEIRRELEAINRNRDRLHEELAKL
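PFK 1.25 nM, F6P 0.5 mM, ATP 0.1 mM, 0.1 M TEA pH 8.0, 5 mM MgCl2, 0.01% Tween20, 0.1% BSA; 45 min RT. ADP-Glo readout. qHTS titration up to 57 uM; curves fitted, compounds curve-classed.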
Eya2 phos inh: qHTS Assay for Inhibitors of the Phosphatase Activity of Eya2; Protein phosphatase EYA2 (Homo sapiens), O00167; recombinant Eya2, OMFP fluorescence dephosphorylation (OMFP is methylfluorescein phosphate); Potency, µM (top dose mostly 76.9 µM), for the others: at the top dose activity, negative = inhibition, usual class: inhibitors; 0.006% of 330,000 active; AID 488837, 2010; note: potency is the fitted concentration of half-maximal effect; % is set by controls: 0 for no effect and ±100 for the full control effect
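Eya2 protein (added as 0.2 uM solution) was preincubated with compound for 10 min at ambient temperature in 50 mM HEPES pH 7.5, 50 mM NaCl, 5 uM MgCl2, 0.05% BSA, 1 mM DTT. OMFP (added at 50 uM) then reacted 10 min; fluorescence read at 485/525 nm.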
The depositor's hits bear a star; u = inconclusive; x = no result given; [ ] = another dose, or the depositor's remark. Unless noted, calls come from the whole dose curve; as a rule, active = well fitted curve in the direction sought with a large enough effect; inconclusive = small, poorly fitted or top-dose-only effect, or another doubt; inactive = no such curve, though single readings can be large; an effect the other way counts as inactive or inconclusive.

SMILES	BCR signal inh	uPA generation	ELG1 DNA repair	USP2a block	Mito fusion yeast	TCR activator	B2AR arrestin	TSHR antagonist	TSG101-PTAP inh	Tb PFK inh	Eya2 phos inh
O=C(O)c1cnn(-c2nc(-c3ccc(F)cc3)cs2)c1C(F)(F)F	-0.1%	0.1%	u	1.8%	-0.8%	x	0.0%	-7.3	0.6%	-3.0%	11.5%
COc1ccccc1N1CCN(C(=O)CSc2nc3ccccc3nc2N2CCCCC2)CC1	1.4%	5.6%	16.4µM*	-0.4%	-2.8%	-6.6%	-0.9%	1.2	0.3%	0.7%	-13.5%
O=C1N/C(=N/O)S/C1=C/c1cccc([N+](=O)[O-])c1	-7.9%	6.6%	u	-1.2%	-4.0%	2.2%	-0.1%	-14.8	-1.0%	-0.4%	11.2%
O=C(O)c1cccc(S(=O)(=O)NCCc2ccccc2)c1	4.0%	7.1%	9.5%	0.8%	1.9%	4.0%	0.2%	-6.3	-1.7%	1.3%	0.3%
CCN(CC(=O)Nc1cccc(C(C)=O)c1)S(=O)(=O)c1ccc(C)cc1	3.3%	-4.2%	-13.7%	2.4%	-2.3%	0.2%	0.1%	6.2	-3.8%	-0.7%	-8.9%
O=C(COC(=O)c1ccccn1)NNC(=O)c1ccc(Br)cc1	1.0%	12.9%	14.1%	-1.1%	x	2.8%	-0.5%	-6.5	-1.4%	3.3%	-24.3%
COC(=O)c1ccc2c(=O)n(CC3CCCO3)c(=S)[nH]c2c1 (configuration not stated)	u	0.4%	1.9%	1.3%	-12.9%	-8.8%	-0.2%	4.4	-7.6%	-2.6%	-23.3%
CC(C)c1nnc(NC(=O)CS(=O)(=O)Cc2ccccc2)s1	3.9%	1.7%	9.1%	1.3%	-4.5%	0.7%	0.3%	20.0	-5.7%	-28.0%	-1.2%
CCCN(CCC)Cc1c(C(=O)N/N=C/c2ccncc2)nnn1-c1nonc1N	0.0%	14.3%	-13.1%	0.1%	9.9%	-4.1%	3.1%	-4.4	-3.5%	0.0%	5.2%
COC(=O)C(CCSC)NC(=O)c1cccc([N+](=O)[O-])c1 (configuration not stated)	-0.2%	10.8%	-18.1%	-2.3%	-0.5%	x	-0.2%	-4.8	x	-1.0%	-27.4%
CCNC(=S)N1CCN(CCNC2=CC(=O)CC(C)(C)C2)CC1	-3.3%	15.8%	7.9%	-0.3%	2.9%	-1.1%	-0.2%	-5.7	-5.7%	13.7%	5.0%
O=C1C(Cl)=C(Nc2ccc3cn[nH]c3c2)C(=O)c2ccccc21	u	-14.0%	u	-2.5%	-9.9%	5.4%	0.6%	-90.3*	-4.7%	u	3.7%
CCC(=O)Oc1ccc(C(=O)Nc2ccc([N+](=O)[O-])cc2)cc1	u	-5.4%	u	4.1%	0.1%	-4.5%	-0.1%	12.1	-1.8%	3.5%	-8.6%
O=C1N[C@@H](Cc2ccccc2)C(=O)N2[C@H]1C[C@]1([C@]34C[C@H]5C(=O)N[C@@H](Cc6ccccc6)C(=O)N5[C@H]3N(S(=O)(=O)c3ccccc3)c3ccccc34)c3ccccc3N(S(=O)(=O)c3ccccc3)[C@H]21	-3.5%	7.7%	u	3.3%	-2.7%	-9.7%	0.1%	14.0	-1.0%	-7.9%	-10.3%
Cc1cc(NC(=S)Nc2ccc(C)c(Cl)c2)n[nH]1	u	6.4%	u	1.4%	-0.9%	2.1%	u	3.3	-2.8%	-8.5%	-3.5%
Cc1cc(C)c(NC(=O)CNC(=O)COC(=O)CNC(=O)c2ccc(Cl)cc2Cl)c(C)c1	-5.0%	6.4%	u	0.6%	-1.9%	-2.3%	0.1%	15.0	-3.1%	0.3%	4.7%
CC(C)(C)CC(=O)NCc1ccc(F)cc1	-0.3%	4.7%	12.4%	2.3%	1.4%	-2.4%	0.2%	-2.4	-3.7%	4.7%	-22.7%
COc1ccc(NS(=O)(=O)c2cc(NC(=O)c3cccnc3Cl)ccc2N2CCCC2)cc1	6.0%	15.7%	-10.9%	0.8%	0.3%	7.4%	-0.3%	2.1	-1.2%	1.1%	3.0%
O=C(N1CCCCC1)N1CCN(C(c2ccccc2)c2ccccc2)CC1	12.2%	1.9%	-19.1%	-6.6%	8.4%	-3.3%	0.5%	6.9	-7.1%	-3.6%	3.0%
COc1ccc(C2N(C(=O)CN3CCOCC3)CCN2S(=O)(=O)c2ccccc2)cc1 (configuration not stated)	-5.3%	x	-3.1%	-0.7%	-0.4%	2.8%	0.4%	4.2	-0.7%	1.3%	-10.5%
CCn1c(Cc2ccc(OC)cc2)nnc1SCC(=O)NC1CCCCC1	1.6%	3.0%	u	0.0%	-2.9%	-3.2%	0.0%	-0.5	1.3%	0.5%	-21.2%
Cc1ccc(S(=O)(=O)NC(=S)NC2CCCCC2)cc1	-1.1%	12.9%	-2.7%	3.4%	6.8%	-1.6%	0.0%	-10.0	-10.0%	-0.8%	-1.9%
Cc1nn(C)cc1S(=O)(=O)N1CCN(Cc2cccc(Cl)c2)CC1	2.3%	2.7%	1.5%	0.9%	8.4%	-1.0%	-0.5%	-0.9	-3.2%	-9.8%	1.9%
O=C(O)c1cnc2ccccc2n1	0.2%	2.4%	12.5%	1.7%	-2.4%	2.3%	-0.6%	1.7	-10.7%	0.1%	2.0%
C/C(CC(=O)Nc1ccc(Cl)c(Cl)c1)=N\NC(=O)Cc1ccccc1	5.0%	-3.7%	-1.0%	-2.0%	0.5%	-1.6%[46.1 µM]	0.0%	-5.3	-7.3%	-18.7%	5.0%

Following part.
SMILES	BCR signal inh	uPA generation	ELG1 DNA repair	USP2a block	Mito fusion yeast	TCR activator	B2AR arrestin	TSHR antagonist	TSG101-PTAP inh	Tb PFK inh	Eya2 phos inh
COc1ccc(/C(N)=N/OC(=O)/C=C/c2ccccc2)cc1	u	3.6%	u	2.3%	-7.0%	-2.4%	-0.1%	-10.9	-0.4%	-0.2%	7.4%
Nc1nc2n(n1)C(c1ccc(Cl)cc1)CC(c1ccc(F)cc1)N2 (configuration not stated)	-0.1%	3.8%	-1.5%	2.5%	-7.4%	1.9%[46.1 µM]	0.1%	0.8	-1.8%	2.2%	-0.7%
N#Cc1cccc(NC(=O)CSc2nnc(-c3n[nH]c4ccccc34)o2)c1	6.6%	-1.3%	u	0.5%	-1.2%	-0.4%	0.0%	-0.8	-1.1%	-8.2%	15.3%
O=C1OC[C@H]2CCCN2C(=O)[C@@H](CC(=O)N(CCO)Cc2ccccc2)C/C=C\CC[C@@H]1Cc1ccc(F)cc1	2.9%	-3.3%	u	3.5%	x	-5.6%	0.4%	5.1	-4.4%	-3.5%	-37.4%
COc1ccccc1N1CCN(/N=C/c2ccc(O)cc2O)CC1	0.4%	u	u	-1.1%	-4.4%	2.2%	-1.0%	21.3	-1.5%	1.1%	5.3%
COc1ccccc1-n1nnnc1SC(C)C(=O)NC1CCCC1 (configuration not stated)	2.3%	-18.8%	29.2%	-0.7%	8.1%	-4.0%	-2.7%	2.2	5.5%	9.6%	-21.8%
C1=CC2C3C=CC(C3)C2C1 (configuration not stated)	-1.8%	4.8%	6.2%	-2.1%	-16.2%	3.8%	0.1%	13.7	1.2%	-0.5%	9.4%
O=C(CSc1n[nH]c(=O)n1C1CC1)c1ccc2c(c1)OCCO2	-2.4%	-17.3%	27.8%	2.5%	-1.1%	1.4%	0.4%	u	0.3%	-0.8%	1.7%
CCCCn1c(N)c(N(CCC(C)C)C(=O)c2cccc(-n3cnnn3)c2)c(=O)[nH]c1=O	4.7%	0.7%	-1.4%	2.1%	2.2%	-4.1%	0.2%	-2.4	-5.4%	0.4%	6.4%

Rows were taken by chance; 3% or so of the library scored in one or more.
